# Keap1-Nrf2 PPI: inhibitors of human Keap1-Nrf2 protein-protein interaction | Keap1 Kelch-Nrf2 peptide fluorescence polarization, 1536-well | inhibition, % at 9.4 µM | 340,000 compounds, 0.15% hits | AID 504523; in the data active means inhibition above about 12%;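 further: human Keap1 Kelch domain with fluorescein labeled Nrf2 9mer peptide probe; 0% = neutral control wells and 100% = peptide positive control; higher means more block of Keap1 binding to Nrf2 peptide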
# Arrestin-AP2 inh: blocks beta-arrestin peptide binding to AP2 adaptin. FITC-arrestin peptide / GST-AP2 beads, flow cytometry; AP2 beta2 appendage carries R879A mutation. inhibition, % at 10 µM. 340,000 compounds, 0.31% hits;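 active means inhibition above a set limit, near 3 SD of compounds lacking own fluorescence, cut at about 54% in these data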;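 further: plate controls were DMSO wells for no effect and 5 µM unlabelled arrestin peptide for full effect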
#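 Material – AP2 appendage R879A on GSH beads · Buffer or medium – PBS with 0.05% Tween 20 and 0.1% BSA · Probe or stimulus – fluorescein-tagged arrestin peptide at 50 nM final · Incubation – compound with beads 12 min RT, then probe 1 h RT · Detection – high-throughput flow cytometry of beads, ex 488, em 535 nm · Evaluation – percent response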
# Cardiac RTF inh: cardiac RTF calcium desensitization; 340,000 compounds, 0.12% hits; IANBD-labeled cardiac RTF, Ca2+ fluorescence; P19429+P45379; inhibition, % at 7.15 µM;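 active means inhibition above the mean inhibition of all tested compounds plus 3 SD, cut at about 17% in these data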;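 further: assay run at fixed EC70 calcium of 1.6 mM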
# DAGLB inh: diacylglycerol lipase beta (human) inhibition; inhibition, % at 5.17 µM; 340,000 compounds, 0.059% hits; HEK293T DAGLB membrane lysate, EnzChek fluorogenic substrate; Q8NCG7; in the data active means inhibition above about 34%;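 further: 0% = enzyme with vehicle and 100% = wells lacking enzyme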
# Pemphigus Ab inh: human desmoglein-3 autoantibody binding inhibition; 310,000 compounds, 0.48% hits; P32926; AID 588358; binding (percent of control), % at 10 µM; DSG3-coupled beads, scFv-anti-DSG3-GFP binding, flow cytometry; active compounds read low;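 active means binding more than 3 SD below its plate's average and above zero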;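 further: hits lower antibody fragment binding to DSG3; some compounds called inactive have numbers as strong as hits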
# Target sequence (P32926 whole entry, looked up, the tested form may be a part): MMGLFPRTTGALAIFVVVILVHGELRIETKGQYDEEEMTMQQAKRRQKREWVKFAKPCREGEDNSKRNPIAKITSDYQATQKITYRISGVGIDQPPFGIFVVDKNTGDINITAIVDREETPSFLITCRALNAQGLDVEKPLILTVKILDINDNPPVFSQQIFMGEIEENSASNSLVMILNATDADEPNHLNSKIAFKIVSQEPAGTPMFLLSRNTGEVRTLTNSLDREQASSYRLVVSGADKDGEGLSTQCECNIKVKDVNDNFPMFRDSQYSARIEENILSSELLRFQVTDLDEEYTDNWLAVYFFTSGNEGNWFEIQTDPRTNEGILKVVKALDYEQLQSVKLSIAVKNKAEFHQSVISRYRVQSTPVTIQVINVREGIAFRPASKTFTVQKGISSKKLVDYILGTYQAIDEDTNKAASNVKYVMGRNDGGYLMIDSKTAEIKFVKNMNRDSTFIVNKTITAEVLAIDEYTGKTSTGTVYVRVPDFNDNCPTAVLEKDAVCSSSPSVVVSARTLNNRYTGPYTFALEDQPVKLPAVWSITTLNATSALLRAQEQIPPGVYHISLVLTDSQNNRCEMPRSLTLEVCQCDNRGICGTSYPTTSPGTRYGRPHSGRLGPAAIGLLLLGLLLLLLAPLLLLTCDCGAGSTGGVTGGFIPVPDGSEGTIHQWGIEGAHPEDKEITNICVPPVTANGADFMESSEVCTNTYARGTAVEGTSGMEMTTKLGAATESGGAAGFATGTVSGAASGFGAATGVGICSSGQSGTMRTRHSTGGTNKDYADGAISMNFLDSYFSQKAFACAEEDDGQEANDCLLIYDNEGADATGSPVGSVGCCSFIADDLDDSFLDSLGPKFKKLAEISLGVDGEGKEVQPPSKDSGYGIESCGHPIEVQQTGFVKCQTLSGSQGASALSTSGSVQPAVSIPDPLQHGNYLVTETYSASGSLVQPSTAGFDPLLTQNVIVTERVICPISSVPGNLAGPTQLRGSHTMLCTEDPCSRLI
# V-ATPase pH: alters yeast V-ATPase proton transport; 350,000 compounds, 0.37% hits; AID 504577; response, % at 10 µM; S. cerevisiae, pHLuorin cytosolic pH fluorescence; in the data active means response mostly above about 7.3%, no sharp cut-off; inactive means mostly below about 5.4%; further: actives read high; inactives centre near 0; some compounds called inactive have numbers as strong as hits; reference of the scale not given here
# CAL PDZ FP-1: human CAL PDZ-peptide interaction inhibition | purified CAL PDZ, TMR-peptide fluorescence polarization, 1 h | inhibition, % at 20 µM | 330,000 compounds, 0.02% hits | AID 504414;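 active means highest replicate inhibition of at least 40%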;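 further: plate controls were DMSO neutral control wells for no effect and unlabeled competitor peptide control wells for full effect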
#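 System: purified tagged CAL PDZ domain construct (CerCALP). Schedule: 1 h incubation at room temperature before polarization reading. Medium: 25 mM sodium phosphate pH 7.4, 150 mM NaCl, TCEP, IgG, Thesit. Read-out: percent inhibition from loss of millipolarization. Measured by: FP readout, S and P plane fluorescence. Probe or stimulus: fluorescent TMR peptide probe.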
# LANA DNA inh: blocks KSHV LANA C-terminal domain binding to DNA; MBP-C-LANA/FAM-LBS DNA binding, fluorescence polarization; AID 504423; inhibition, % at 9 µM; 340,000 compounds, 0.078% hits;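 active means highest replicate inhibition at or above 60% at 9 µM, even if other replicates fall short; inactive means all replicates below 60% inhibition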;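 further: 0% = neutral control wells and 100% = 4 µM acridine orange control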
# NSD2 HMT inh: NSD2 (human) methyltransferase inhibition; inhibition, % at 12.5 µM; 310,000 compounds, 0.54% hits; O96028; NSD2 peptide methylation, AlphaScreen, 120 min; in the data active means inhibition above about 50%
# CAL PDZ FP-2: inhibitors of human CAL PDZ peptide binding. Q9HD26. purified CAL PDZ, TMR-peptide fluorescence polarization, 1 h. inhibition, % at 24.9 µM. 300,000 compounds, 0.92% hits. AID 602252;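 active means mean inhibition of at least 30% with at least half of replicates also reaching 30%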;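 further: 0% = DMSO neutral control and 100% = excess unlabeled competitor peptide PRC23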
# * hit, by the source's call; . = not tested or not shown. The list is partial; the hit share may differ from the screen's.
SMILES,Keap1-Nrf2 PPI,Arrestin-AP2 inh,Cardiac RTF inh,DAGLB inh,Pemphigus Ab inh,V-ATPase pH,CAL PDZ FP-1,LANA DNA inh,NSD2 HMT inh,CAL PDZ FP-2
O=C(CSc1nnc(-c2cccs2)n1-c1cccc(Cl)c1)c1cccc2c1OCCO2,1,21,13,0,.,-3,-0.7,0.9,-6,-1
Cn1cccc1/C=N/NC(=O)c1cccc(OC(F)(F)C(F)F)c1,3,12,-7,0,98,-4,-0.2,2.3,3,-3
CCOC(=O)/C(C#N)=C\c1cc(C)n(-c2ccccc2)c1C,0,-3,-12,-14,102,-4,.,-1.9,-3,-4
COc1cccc(Nc2nc(=O)[nH]nc2C)c1,2,3,-2,1,89,0,0.0,-0.7,-6,-7
COc1ccc(NC(=O)CN(C)C(=O)CCCc2nc3ccccc3c(=O)[nH]2)cc1,2,-10,-20,4,107,0,-2.4,-0.9,6,-2
Cc1cc(C(=O)N2CCCC(N3CCN(c4ccccc4C)CC3)C2)nc(C)n1 (stereo not given),0,-13,-1,-1,103,-2,-2.4,1.1,-1,-1
O=C(O)c1ccc(-n2nnnc2SCc2cccc(Br)c2)cc1,-3,6,0,1,95,0,-1.8,-0.6,34,-3
CCCC(C)Sc1nc2c([nH]1)c(=S)n(C)c(=O)n2C (stereo not given),-5,34,-2,1,91,-4,-0.9,-0.3,-2,-4
Clc1ccc(-c2nnc(-c3cccnc3)o2)cc1,0,4,7,-2,118,0,-0.3,3.5,-3,-3
Cc1nn(S(=O)(=O)c2ccccc2)c(C)c1S(=O)(=O)N1CCC(C)CC1,-7,0,11,0,98,4,-1.9,1.6,-6,4
CC1CCN(CCC(=O)N2CCCc3c2c(=O)oc2ccc(O)cc32)CC1,-3,-2,-2,-1,98,-1,-0.3,0.0,3,-2
Cc1cc(C(=O)COC(=O)c2cccc(S(=O)(=O)N(C)C)c2)c(C)n1CC1CCCO1 (stereo not given),-1,6,-5,1,103,3,-1.6,1.0,1,-3
CN(Cc1ccccc1)c1ncnc2c1cnn2-c1ccccc1,-2,-1,-4,-9,100,7,-4.2,0.3,-3,.
CCOC(=O)Cc1nnc(NC(=O)CC)s1,-3,5,-8,2,94,1,-1.5,0.0,0,.
CCOC(CCNC(=O)CCC(=O)Nc1ccc2nc(N3CCN(C)CC3)cc(C)c2c1)OCC,-1,34,-2,1,99,2,-0.7,-1.6,2,4
COc1ccc(OC)c(NC(=O)c2nc3ccccc3s2)c1,3,16,-1,-14,.,-1,0.2,-2.0,-5,-4
CCN1CCN(c2ccc(S(=O)(=O)N3CCOCC3)cc2NC(=O)C(C)Oc2ccc(F)cc2)CC1 (stereo not given),-1,-12,5,-3,100,-2,-1.3,-0.1,6,9
CCCNC(=O)Cn1cnc([N+](=O)[O-])n1,0,4,-6,-1,.,3,-0.5,1.4,-1,-2
Cc1scc(C(=O)N/N=C/c2ccc([N+](=O)[O-])o2)c1C,4,13,-16,0,.,0,-3.8,-1.5,2,-1
COc1ccc(CCN(CC(=O)NC2CCCC2)C(=O)Cn2nnc(-c3ccc(C)o3)n2)cc1OC,-4,-8,-11,1,93,0,-0.7,-0.7,-2,-5
Cc1ccc(C(=O)CSc2ccccn2)cc1,0,11,-1,0,108,-2,-0.4,-0.3,-1,-2
O=C(CCCCCCN1C(=O)c2ccccc2C1=O)N1CCC(c2ccccc2)C1 (stereo not given),-3,0,-11,-5,86,3,-3.1,-0.4,-3,-1
O=C(COC(=O)c1cnccn1)NCc1ccc(Cl)cc1,-3,-6,-3,0,129,-3,-2.3,-0.9,-1,-5
CN(CC(=O)Nc1ccccc1Br)C(=O)c1n[nH]c2ccccc12,-4,-8,-10,0,103,-1,-2.3,0.1,-2,.
CCOC(=O)CNC(=O)CSc1nc(-c2ccc(OC)cc2)ns1,-1,23,-3,-3,90,2,-1.1,-1.5,-2,2
CC(C)C(=O)NC(NCC1CCCO1)C(Cl)(Cl)Cl (stereo not given),-5,3,-11,0,103,1,0.7,2.3,-1,-2
COc1ccc(Br)cc1/C=N/NC(=O)c1cc(OC)c(OC)c(OC)c1,-6,2,-23,-5,.,-2,-2.3,-0.7,1,-2
Cc1cccc(N2C(=O)CN(Cc3ccccc3)C2=S)c1,1,26,-7,-8,94,1,1.0,0.1,-4,-5
O=C(Nc1ccccc1)c1c(F)cccc1F,1,15,-5,1,96,-3,-2.1,-0.3,10,-3
CC1(C)CC(NC(=O)c2cccc(Cl)c2)CC(C)(C)N1,-1,12,-6,3,105,-1,-0.5,-3.0,-2,-3
CC(C)C(=O)Nc1nnc(-c2ccco2)s1,.,-7,.,.,101,-2,.,.,-1,.
O=C(Nc1cnc2sccn2c1=O)c1ccc(Cl)cc1Cl,-6,8,-11,0,97,-1,-1.9,1.7,1,.
Cc1cc(NC(=O)Nc2cccc(Cl)c2)n(-c2ccccc2)n1,1,6,-1,-2,114,-4,-4.0,-5.7,-1,.
CC(=O)NCCC(=O)Nc1cc(S(=O)(=O)N2CCCCC2)ccc1N1CCN(C)CC1,2,27,-14,-2,104,5,-2.1,-1.0,3,-4
Cc1cccc(N2N=C(C(=O)N3Cc4ccccc4CC3C(N)=O)CCC2=O)c1 (stereo not given),-3,-11,1,-1,114,3,-1.8,1.6,2,-2
CCNS(=O)(=O)c1ccc(Br)c(OC)c1,-2,-5,-4,-2,110,5,1.1,0.9,0,.
CCOc1cc(Cl)c(NC(=O)CC)cc1OCC,9,24,-6,-4,110,2,-0.5,-0.7,-2,.
O=C(Nc1ccncc1)c1cccc(S(=O)(=O)N2CCCC2)c1,-5,-2,-5,0,.,-3,-3.2,-1.7,-1,-2
CCn1c(SC)nnc1C1CCN(S(=O)(=O)c2ccc(OC)cc2)CC1,-2,-1,3,1,105,1,.,0.4,-4,1
Cn1c(COc2ccccc2)nnc1SCC(=O)Nc1ccc(S(N)(=O)=O)cc1,0,21,-4,0,95,6,0.1,-0.3,1,.
Cn1c(CNc2nc(-c3ccccc3)cs2)nnc1SCC(=O)c1ccccc1,2,-5,-4,0,.,2,.,5.1,0,-5
O=C1Cc2ccccc2C(=O)N1c1ccccc1,-7,5,3,0,111,-7,-0.4,0.5,86*,-9
Cc1ccc(-c2noc(-c3ccccc3F)n2)cc1,2,-2,-14,-17,104,-3,-0.1,-0.7,-3,-7
O=C(CNc1ccc(Br)cc1)Nc1cccc(S(=O)(=O)N2CCCC2)c1,-1,9,-1,0,103,8,0.6,1.9,-4,4
CCC(=O)N(CCc1ccccc1)Cc1cc2cc(OC)ccc2[nH]c1=O,-1,-2,-3,-1,119,-1,-0.4,-0.4,-1,-4
Nc1ccc(C2(c3ccc(N)cc3)OC(=O)c3ccccc32)cc1,-4,11,-2,2,108,8,1.0,0.9,1,-2
Cc1ccc(C)c(NC(=O)COC(=O)c2cc(=O)c3ccccc3o2)c1,-2,-4,-9,0,101,1,-3.0,-0.4,-5,-4
Cc1cccc(NC(=O)c2ccc(COc3ccc(Cl)cc3Cl)o2)n1,-1,-2,-6,-18,118,-4,0.1,0.8,0,-1
Cc1ccc(S(=O)(=O)N2CCN(C(=O)CCn3nc(C)c(C)c3C)CC2)cc1,3,16,7,-3,.,-2,-2.5,0.0,3,-11
O=C(O)/C=C\C(=O)O,-5,5,-1,-1,120,-2,0.0,0.2,.,-3
COc1ccc(-c2cc(C(F)(F)F)c(C#N)c(SCC(=O)Nc3ccc(C)cc3)n2)cc1,5,1,-3,-2,100,2,-2.2,0.3,.,4
COc1ccc(CNC(=O)COC(=O)Cc2ccc(Cl)cc2Cl)cc1,1,-2,0,-4,107,2,-2.3,-0.5,-1,-2
CCOc1ccccc1N(CC(=O)Nc1ccccc1)S(=O)(=O)c1ccccc1,-3,-7,-5,-3,108,-3,-1.0,-1.3,0,-1
O=C(N/N=C\c1ccncc1)c1ccc(Br)s1,-7,-12,6,-2,104,4,-4.5,-1.4,-1,.
Cc1ccccc1-c1nc2sc(C)c(C)c2c(=O)o1,-1,-6,-2,-25,112,1,-0.8,-1.3,2,2
COc1ccc(Br)cc1CNC(=O)CCC(=O)N1CCSc2ccccc21,2,-6,-2,-2,101,1,0.5,-0.3,.,.
Cc1nc(NCCc2cnc[nH]2)c2oc3ccccc3c2n1,-7,5,-1,-1,126,1,-2.3,1.2,-1,-2
C=CCc1c(C)nc(SCc2nc3ccccc3c(=O)[nH]2)[nH]c1=O,-4,0,-1,1,99,2,0.1,-0.4,1,-8
CN(CCNC(=O)c1ccc(/C=N/O)nc1)Cc1ccccc1,3,-8,5,0,84,4,-2.4,0.7,-11,-1

# Arranged by the number under Arrestin-AP2 inh (descending): four from the list above
smiles | Keap1-Nrf2 PPI | Arrestin-AP2 inh | DAGLB inh | Pemphigus Ab inh | V-ATPase pH | CAL PDZ FP-1 | LANA DNA inh | NSD2 HMT inh | CAL PDZ FP-2
Cc1ccc(S(=O)(=O)N2CCN(C(=O)CCn3nc(C)c(C)c3C)CC2)cc1 | 3 | 16 | -3 | . | -2 | -2.5 | 0.0 | 3 | -11
Nc1ccc(C2(c3ccc(N)cc3)OC(=O)c3ccccc32)cc1 | -4 | 11 | 2 | 108 | 8 | 1.0 | 0.9 | 1 | -2
Cc1cccc(NC(=O)c2ccc(COc3ccc(Cl)cc3Cl)o2)n1 | -1 | -2 | -18 | 118 | -4 | 0.1 | 0.8 | 0 | -1
CN(CCNC(=O)c1ccc(/C=N/O)nc1)Cc1ccccc1 | 3 | -8 | 0 | 84 | 4 | -2.4 | 0.7 | -11 | -1

# Grouped by structure: those above containing a furan ring, fused or not.
SMILES,Keap1-Nrf2 PPI,Arrestin-AP2 inh,Cardiac RTF inh,DAGLB inh,Pemphigus Ab inh,V-ATPase pH,CAL PDZ FP-1,LANA DNA inh,NSD2 HMT inh,CAL PDZ FP-2
Cc1scc(C(=O)N/N=C/c2ccc([N+](=O)[O-])o2)c1C,4,13,-16,0,.,0,-3.8,-1.5,2,-1
COc1ccc(CCN(CC(=O)NC2CCCC2)C(=O)Cn2nnc(-c3ccc(C)o3)n2)cc1OC,-4,-8,-11,1,93,0,-0.7,-0.7,-2,-5
CC(C)C(=O)Nc1nnc(-c2ccco2)s1,.,-7,.,.,101,-2,.,.,-1,.
Cc1cccc(NC(=O)c2ccc(COc3ccc(Cl)cc3Cl)o2)n1,-1,-2,-6,-18,118,-4,0.1,0.8,0,-1
Cc1nc(NCCc2cnc[nH]2)c2oc3ccccc3c2n1,-7,5,-1,-1,126,1,-2.3,1.2,-1,-2

# From PubChem
